# Screening data from PubChem BioAssay.
# CaV13 FRET inh: Disruptors of the CACNA1D IQ motif to Ca2+-dependent inactivation inhibitor domain association, primary screening, Förster resonance energy transfer in intact living … | HEK cells, CFP/YFP FRET ICDI-IQ, plate reader, 10 min; percent FRET-ratio fall versus neutral wells | inhibition, % at 12.3 µM | 0.098% of 340,000 active | AID 743397;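 active = mean replicate inhibition of at least 30% and at least 1% of replicates passing that level; inconclusive = only one of the two criteria is met; inactive = neither criterion is met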;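 also: 0% = median of the neutral control wells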
# KKLEB cytotox: cytotoxicity in KKLEB CF airway cells, primary screen, cytotoxicity control for CF NF-kB inhibitor project, cell-based, uHTS, fluorescence assay plates; KKLEB CF airway cells viability, ATPlite luminescence, overnight; stronger effect = lower value; cells stimulated with P. aeruginosa culture filtrate; activity change (cytotoxicity), % at 5 µM; 0.36% of 360,000 active;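 active = corrected activity change at or below -50% at 5 µM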
# NR2E3 ag-1: NR2E3 agonists in two-hybrid cells, primary screen, cell-based, luminescence, CHO-S, Gal4-NCOR/VP16-NR2E3; luciferase; inhibition of corepressor binding, % at 3.98 µM; 0.35% of 360,000 active; AID 602229, 2012;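 active = inhibition above the mean of all tested compounds plus 3 SD, cut at about 70% in these data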;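 also: 0% = DMSO with NR2E3 transfected cells and 100% = cells lacking NR2E3 construct; higher means lower luciferase signal from less NR2E3 corepressor binding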
# Target sequence (Q9Y5X4 whole entry, looked up, the tested form may be a part): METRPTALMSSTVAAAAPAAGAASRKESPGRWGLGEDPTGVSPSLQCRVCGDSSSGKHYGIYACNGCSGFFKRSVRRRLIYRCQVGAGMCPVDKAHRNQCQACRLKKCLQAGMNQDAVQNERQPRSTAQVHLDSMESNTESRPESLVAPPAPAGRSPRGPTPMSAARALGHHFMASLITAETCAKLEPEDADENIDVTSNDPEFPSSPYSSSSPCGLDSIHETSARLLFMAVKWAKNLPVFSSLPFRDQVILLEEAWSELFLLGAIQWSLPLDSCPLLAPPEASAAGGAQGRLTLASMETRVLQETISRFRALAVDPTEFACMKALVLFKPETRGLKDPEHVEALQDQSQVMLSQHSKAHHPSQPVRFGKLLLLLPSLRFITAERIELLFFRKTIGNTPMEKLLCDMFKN
# NR2E3 ag-2: inhibitors of NR2E3-RetCOR corepressor binding, primary screen, NR2E3 agonist project, biochemical, TR-FRET, GST-NR2E3, biotin-RetCOR. AID 2300, 2010. inhibition of corepressor binding, % at 4.78 µM. 0.12% of 320,000 active. Photoreceptor-specific nuclear receptor (Homo sapiens), Q9Y5X4. 1536-well;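 active = percent inhibition above the cutoff of mean plus 3 SD of all tested compounds, set per screening campaign, cut at about 20% in these data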;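 also: 0% = DMSO wells and 100% = biotin wells as full block of FRET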
#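 System: GST-tagged NR2E3 plus biotinylated RetCOR corepressor; Amount: 1.35 nM GST-tagged NR2E3 final; Dosing: single nominal compound dose of 4.8 µM; Schedule: 5 h incubation at 4 °C; Technique: TR-FRET with europium anti-GST and streptavidin-D2, 340 nm excitation; Controls: biotin wells as high control, 0.6% DMSO wells as low control.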
# Shn3 3UTR inh: reduction of Shn3 3'UTR firefly luciferase signal, primary screen, Schnurri-3 inhibitor project, cell-based, Clone20 osteoblasts, set 2. Clone20 osteoblast Shn3 3'UTR firefly luciferase, 24 h. inhibition, % at 12.5 µM. 0.52% of 360,000 active;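 active = mean inhibition of at least 75% with every replicate also reaching 75%; inconclusive = mean inhibition at least 75% but some replicate below; inactive = mean inhibition below 75%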;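 also: 0% = median of neutral control wells and 100% = pilot-screen positive control compound; some compounds past the cut are filed as inactive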
# PDI inh: inhibitors of human PDI, primary screen, biochemical, turbidity, single point, plate reader. Protein disulfide-isomerase (Homo sapiens), P07237. PDI insulin aggregation turbidity, A650, 90 min. inhibition, % at 10 µM. 0.052% of 350,000 active;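 active = mean inhibition across replicates of 30% or more, whatever share of single replicates reach that level; inconclusive = mean inhibition below 30% while every single replicate reaches 30%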;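 also: absorbance from insulin aggregation driven by PDI reduction with DTT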
# Target sequence (P07237 whole entry, looked up): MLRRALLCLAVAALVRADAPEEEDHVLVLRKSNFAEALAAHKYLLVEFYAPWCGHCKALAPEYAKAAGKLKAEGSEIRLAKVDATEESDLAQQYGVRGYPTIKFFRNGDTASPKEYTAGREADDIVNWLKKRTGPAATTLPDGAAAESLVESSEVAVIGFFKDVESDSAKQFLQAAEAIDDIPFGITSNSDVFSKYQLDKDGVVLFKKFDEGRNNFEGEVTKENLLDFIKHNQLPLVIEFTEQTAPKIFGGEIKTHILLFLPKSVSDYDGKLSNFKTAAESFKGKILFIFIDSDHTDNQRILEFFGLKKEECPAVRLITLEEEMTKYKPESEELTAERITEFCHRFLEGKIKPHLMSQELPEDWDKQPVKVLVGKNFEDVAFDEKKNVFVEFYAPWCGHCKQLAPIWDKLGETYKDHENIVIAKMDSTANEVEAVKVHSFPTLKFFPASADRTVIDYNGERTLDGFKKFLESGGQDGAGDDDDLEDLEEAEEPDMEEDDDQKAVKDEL
# Vif imaging: HIV Vif self-association inhibitors, primary screen, imaging, HEK293T, single point; HEK293T cells, Vif self-association by quenched fluorescence, 24 h; inhibition, % at 7.49 µM; 0.35% of 340,000 active; in the data active = inhibition above about 50%, passing the limit was not always enough; inconclusive = no clear call, values can overlap the other calls; inactive = below about 31%; also: some results filed as inactive read as strong as hits
# TRPM1 prom inh: inhibitors of MITF-dependent TRPM1 promoter reporter, primary screen, cell-based, SK-MEL-5, single point, luciferase. 0.83% of 330,000 active. inhibition, % at 12.5 µM. SK-MEL-5 TRPM1 promoter luciferase, 24 h;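 active = mean inhibition across replicates of 60% or more, whatever share of single replicates reaches that level; inconclusive = some that reach 60%, reason not given; inactive = mean inhibition across replicates below 60%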; also: values of inactives mirror those of a sister screen read the other way
# HIF-2a inh: HIF-2a reporter inhibitors, primary screen, luminescence, 786-0 RCC cells | 786-0 RCC cells HIF-2a reporter, luciferase luminescence, overnight | inhibition, % at 18.8 µM | 0.72% of 360,000 active | AID 624352, 2012;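 active = inhibition of the luminescence signal of 40% or more relative to plate controls, in a single-dose primary screen at 18.75 µM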
# CF NFkB inh: inhibitors of PAF-induced NF-kB signaling, primary screen, cell-based, GFP fluorescence, uHTS. KKLEB NF-kB-GFP reporter, GFP fluorescence overnight. inhibition, % at 5 µM. 0.86% of 360,000 active;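 active = at least 50% inhibition at 5 µM, scaled per plate between neutral and stimulator controls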;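 also: PAF is a Pseudomonas aeruginosa culture filtrate used as stimulus; plate controls were PAF-stimulated DMSO wells for no effect and unstimulated DMSO wells for full effect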
# Peg3 promoter: Peg3 promoter-driven luciferase inhibitors, primary screen, cell-based, HeLa, luciferase luminescence; HeLa PEG-Prom luciferase reporter, overnight; 1.7% of 360,000 active; inhibition, % at 20 µM;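 active = inhibition of at least 50% at 20 µM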
# Starred values were filed as active, the others as inactive; ? = inconclusive; nt = not tested or not shown.
SMILES,CaV13 FRET inh,KKLEB cytotox,NR2E3 ag-1,NR2E3 ag-2,Shn3 3UTR inh,PDI inh,Vif imaging,TRPM1 prom inh,HIF-2a inh,CF NFkB inh,Peg3 promoter
CN1CCN(C=Nc2nc3ccccc3nc2N2CCCC2)CC1,-6.3,2.9,-0.8,0.6,-15.1,6.0,-1.5,-0.3,1.8,-5.1,12.8
Cc1ccc(C(=O)OCC(=O)c2c[nH]c3ccccc23)cc1NC(=O)c1ccco1,-6.1,-7.4,-29.6,5.7,5.3,5.1,1.5,-20.4,-117.9,10.3,-106.3
CCN1Cc2ccccc2-c2ccccc2S1(=O)=O,-10.0,1.9,-0.1,nt,5.0,2.7,4.1,-10.0,5.4,-15.4,-2.1
COC(=O)CC1C(=O)NCCN1C(=S)Nc1ccc(F)cc1 (configuration not stated),-2.6,4.8,-4.0,2.9,24.7,-1.9,4.9,2.6,18.6,0.7,7.7
O=C(CSc1nnnn1C1CCCC1)NCc1ccc2c(c1)OCO2,-8.6,1.0,5.8,1.3,-5.1,-1.6,0.5,8.6,-7.0,8.0,0.5
CCOC(=O)C1=NN(C(=O)Nc2ccc(OC)cc2)C2C(=O)N(c3cccc(C(F)(F)F)c3)C(=O)C12 (configuration not stated),nt,-0.5,9.4,-2.2,8.0,-6.0,-16.9,4.7,17.3,2.9,12.8
Cc1cc(NC(=O)Cn2cc([N+](=O)[O-])cn2)no1,-16.1,-2.6,-0.9,-0.7,-2.0,-8.7,-6.3,2.2,2.0,18.1,-6.8
CCSc1nc2cc(C(=O)OC)ccc2c(=O)n1CC,-9.0,-2.4,-5.0,0.8,8.1,-4.6,-0.5,-7.3,-13.3,-8.3,6.8
COc1ccccc1Oc1ccc2c(c1)C(=O)N(c1ccc(O)cc1)C2=O,-0.5,9.0,-22.7,3.4,17.4,-6.4,-1.1,-1.5,16.1,-10.7,3.8
O=C(Nc1ccccc1)Nc1ccccc1Br,-8.1,12.6,-86.8,-2.5,-27.6,-0.3,-0.6,-47.2,-269.7,-20.8,-250.0
CC(C)c1nc(C#N)c(NCCCn2ccnc2)o1,nt,1.3,5.5,3.0,-9.7,-6.3,nt,4.5,13.3,2.6,10.8
CCn1cnc2c(NCCc3cccnc3)nc(C#N)nc21,-6.3,13.3,1.5,-1.1,-23.6,1.5,nt,-2.9,-4.4,-29.8,-1.5
CCOC(=O)c1sc2nc(NC(=O)C(C)(C)C)sc2c1C,-6.2,-6.0,-3.7,5.8,2.1,-8.6,-0.7,-64.9,-230.0,-74.4,-245.8
CN(C)c1ccc(/C=N/NC(=O)CN2CCCCC2)cc1Br,-3.2,3.6,3.3,-1.1,16.3,1.9,-4.7,-2.0,8.1,0.7,4.1
CCN1CNC(=S)N(Cc2ccccc2)C1,-14.7,12.4,-19.2,-2.2,-4.6,-1.0,8.0,6.1,23.8,-20.2,8.8
Cc1cc(NC(=O)c2noc3c2CCCCC3)nn1Cc1ccc(Cl)cc1,-3.6,-15.8,-6.4,1.9,-14.5,-8.4,-6.6,-25.5,-144.3,16.0,-48.3
O=C(CCc1nnc(C2CCCCC2)o1)NCc1cccc(-n2cccn2)c1,-6.0,-2.7,-1.6,0.1,10.6,-1.5,-3.0,2.8,-1.3,10.6,10.8
CCOc1ccc(Oc2nc(NCC(C)C)nc(OC)n2)nn1,-5.6,-6.7,-1.7,5.5,20.0,7.4,12.7,-11.3,-0.3,-26.2,8.3
Cc1ccc(C(O)c2ccncc2)cc1 (configuration not stated),-6.8,1.5,-3.5,-3.0,-14.7,0.1,-2.7,4.6,7.4,4.3,-11.7
CC(NC(=O)c1ccccc1)c1nc2ccccc2n1Cc1ccc(C#N)cc1 (configuration not stated),-5.2,-1.9,-8.0,2.3,17.5,-0.3,8.2,0.1,13.1,-2.7,13.7
O=C1COc2ccc(S(=O)(=O)N3CCN(c4cccc(Cl)c4)CC3)cc2N1,-2.5,18.0,3.3,-0.9,-11.2,-5.6,11.5,9.8,13.1,-0.7,-1.4
CCC(C)(C(=O)NC1CCCCC1)N(CC1CCCO1)C(=O)c1ccccn1 (configuration not stated),-4.9,0.2,6.6,1.4,5.3,-5.9,3.4,1.7,12.8,9.1,8.4
COc1ccc(OC)c(NC(=O)C(CC(=O)O)NCc2ccco2)c1 (configuration not stated),nt,-2.8,12.3,-1.9,6.9,1.1,nt,-5.3,9.6,-10.2,-2.2
Cc1cc(COC(=O)C2N3C(=O)[C@@H](NC(=O)COc4ccccc4)[C@H]3SC2(C)C)on1 (some centres not stated),4.9,-13.3,-10.2,1.5,-12.9,5.7,-2.5,-5.5,9.0,15.5,-22.6
O=c1[nH]c(/C=C/c2cccc3ccccc23)nc2ccccc12,-0.2,1.9,-64.7,1.6,-37.6,1.4,2.2,-24.0,-173.4,-20.5,-42.5

# Remaining list, next part
SMILES,CaV13 FRET inh,KKLEB cytotox,NR2E3 ag-1,NR2E3 ag-2,Shn3 3UTR inh,PDI inh,Vif imaging,TRPM1 prom inh,HIF-2a inh,CF NFkB inh,Peg3 promoter
CCNc1ccc(S(=O)(=O)N(C)C)cc1NCC(=O)Nc1ccccc1Br,-2.5,-4.1,5.0,2.0,17.1,7.0,-5.1,-1.8,2.5,6.1,-1.9
CC(=O)Nc1ccc(S(=O)(=O)NC2(C(F)(F)F)C(=O)NC(C)=C2C#N)cc1 (configuration not stated),-2.2,9.4,-8.7,2.5,3.6,6.5,-2.5,-6.4,9.9,-13.7,2.2
CNC(=O)C1=C(C)Nc2nc3ccccc3n2C1c1ccc(F)cc1 (configuration not stated),-3.8,-2.9,-2.7,4.1,-4.3,1.6,1.1,1.0,-4.9,7.4,13.2
COc1ccc(C(=O)CCNc2cccc(Cl)c2)cc1,-3.1,6.7,-60.4,-1.8,-45.3,2.9,1.0,-70.3,-218.2,8.6,-269.4
CC(=O)Nc1c(C#N)c(C(C)(C)C)cn1C,-5.0,7.4,7.3,2.1,-1.1,-6.9,?,-5.3,13.6,-5.5,1.2
COc1cc(C2C3C(=O)N(c4ccccc4)C(=O)C3ON2c2ccccc2)cc(OC)c1OC (configuration not stated),0.8,1.1,1.6,0.7,-13.1,-8.2,4.1,-2.5,9.0,-2.1,8.7
O=C(CS(=O)(=O)c1ccccc1)Nc1nnc(Cc2ccccc2)s1,-5.1,-1.4,-33.9,-3.8,-5.5,-0.4,23.0,5.8,12.5,-8.8,1.7
COCCNC(=S)N(CCc1c(C)[nH]c2ccc(OC)cc12)Cc1cccnc1,-5.1,-5.5,13.6,-1.9,-4.0,-3.7,-4.7,7.0,11.4,4.5,11.2
CC(C)CC(=O)NC(=S)Nc1ccc(S(=O)(=O)N2CCCC2)cc1,-4.4,3.6,8.2,5.3,24.2,-1.4,-0.8,2.2,13.2,18.4,6.0
COC(=O)c1cc(-c2ccc(F)cc2)n(-c2ccccc2)n1,-4.1,-13.0,9.5,0.1,3.3,-1.1,6.3,17.5,6.2,-0.1,1.9
O=S(=O)(Nc1ccc(-c2nnc(SCc3ccc(Cl)cc3)o2)cc1)c1ccccc1,-2.8,15.5,14.1,1.3,1.1,6.7,5.1,5.6,16.8,-28.3,22.7
Cc1ccc(-c2nn(Cc3ccccc3)cc2/C=C/C(=O)O)cc1C,-5.4,-4.2,-4.5,-4.6,0.7,-2.5,-1.8,2.0,18.6,7.3,7.7
O=C(Nc1nnc(-c2ccncc2)o1)c1ccc(Br)s1,-19.2,-6.7,-3.6,5.1,1.4,-0.2,-13.3,18.3,-8.8,15.1,12.7
O=C(/C=C1\SC(=O)NC1=O)Nc1ccc(F)cc1,-6.4,3.8,-40.0,1.0,-12.2,3.6,-1.0,-11.4,-2.8,-10.8,-3.9
Cn1c(SCC(=O)Nc2cccnc2Cl)nc2ccccc21,-5.1,2.8,-15.0,nt,4.3,-1.4,-6.5,-36.8,-64.0,-25.3,-57.7
COc1ccc(CCNS(=O)(=O)c2cn(C)nc2C)cc1OC,-4.8,-4.9,-11.6,0.8,-0.3,-0.1,-0.7,8.2,9.3,13.9,3.0
Cc1ccc(C)c(NC(=S)NNC(=O)c2csc(C(C)C)c2)c1,-8.3,10.7,-55.3,-1.9,13.9,2.6,-13.0,-15.5,-171.5,2.8,-163.4
CCNc1nc(OC)nc(Oc2ccc(=O)n(-c3ccccc3)n2)n1,nt,-3.2,-7.2,1.2,-10.3,-6.1,-4.3,-11.8,7.5,6.0,25.9
COc1ccccc1/C=N/NC(=O)c1ccc(Cn2nc([N+](=O)[O-])cc2C)cc1,-5.1,-2.9,-8.2,-1.6,3.1,14.1,0.3,-4.6,1.6,6.3,-14.2
Cc1ccc(SCCC(=O)Nc2cccnc2)cc1,3.4,-0.4,5.1,0.6,6.9,5.0,7.5,-8.8,-3.5,2.0,-4.7
COC(=O)c1cc(C(=O)NCC2CCCCC2)cc([N+](=O)[O-])c1,-3.1,-1.8,-28.1,2.5,0.4,-8.9,17.5,10.9,-0.8,4.2,10.3
COc1ccc(Cl)cc1NC(=O)/C=C/C(=O)O,-3.8,-4.5,23.6,-2.0,1.2,8.6,-11.6,-2.7,15.4,5.2,-0.3
O=C(COC(=O)c1ccccc1NC(=O)c1ccco1)NCC1CCCCC1,-5.4,-11.4,-17.8,1.4,3.9,9.0,-7.8,13.5,12.6,5.4,-4.8
CC1(CCc2ccccc2)NC(=O)N(CC(=O)Nc2c(F)cccc2F)C1=O (configuration not stated),-5.1,-11.0,-27.2,nt,-1.2,-4.3,-4.3,4.6,-10.5,5.9,6.4
COc1ccc(C(c2nnnn2-c2c(C)cccc2C)N2CCN(C/C=C/c3ccccc3)CC2)cc1 (configuration not stated),nt,-1.4,-4.0,nt,14.8,nt,-6.5,nt,-10.1,-2.8,9.2
CC[C@]12c3[nH]c4ccccc4c3CCN1C(=O)C(CC(=O)NCCN1CCOCC1)C[C@@H]2C(=O)N1CCN(C(=O)c2ccco2)CC1 (some centres not stated),-6.9,6.1,-21.6,nt,10.5,-6.5,nt,10.6,0.3,2.7,-22.7
CCCCCNC(=O)c1cn(CC)c2cc(N3CCN(C)CC3)c(F)cc2c1=O,-3.6,15.1,4.2,2.2,16.0,5.0,-3.5,6.8,2.5,-0.8,23.2
